ERp5 block: blocks human ERp5 reductase activity on insulin | Q15084 | ERp5 insulin aggregation, absorbance 650 nm, 90 min | inhibition, % at 9.99 µM | hit rate 0.05% among 350,000;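 active = mean replicate inhibition above about 25%, with every replicate also reaching it, limit read from the data, passing the limit was not always enough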
esBAF inh: blocks esBAF chromatin remodeling in mouse ES cells; Bmi1-luciferase knock-in reporter, 24 h; 100% = twice the neutral-well signal; reporter increase, % at 12.5 µM; hit rate 2% among 350,000; AID 602393; in the data active = activation above about 40%;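 also: 0% = median of the plate's neutral control wells and 100% = double that signal; a rise in the Bmi1 reporter signal indicates esBAF inhibition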
PglD inh: blocks C. jejuni PglD acetyltransferase activity | purified PglD enzyme, DTNB colorimetric CoA detection | inhibition, % at 12.5 µM | hit rate 0.098% among 360,000; in the data active = inhibition above about 16%, passing the limit was not always enough; also: strong numbers were not always called active
RAD54 branch: inhibitors of human RAD54 branch migration. RAD54 Holliday junction branch migration, FAM/BHQ fluorescence. inhibition, % at 10.4 µM. hit rate 0.14% among 360,000. AID 602329;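 active = mean normalized replicate activity at least 40 and at least half of replicates scoring 40 or more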;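 also: 0% = median of neutral control wells and 100% = median of positive control wells; inhibitors cause a drop in the FAM fluorescence signal; in these data hits start at about 50%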
Target sequence (Q92698 whole entry, looked up): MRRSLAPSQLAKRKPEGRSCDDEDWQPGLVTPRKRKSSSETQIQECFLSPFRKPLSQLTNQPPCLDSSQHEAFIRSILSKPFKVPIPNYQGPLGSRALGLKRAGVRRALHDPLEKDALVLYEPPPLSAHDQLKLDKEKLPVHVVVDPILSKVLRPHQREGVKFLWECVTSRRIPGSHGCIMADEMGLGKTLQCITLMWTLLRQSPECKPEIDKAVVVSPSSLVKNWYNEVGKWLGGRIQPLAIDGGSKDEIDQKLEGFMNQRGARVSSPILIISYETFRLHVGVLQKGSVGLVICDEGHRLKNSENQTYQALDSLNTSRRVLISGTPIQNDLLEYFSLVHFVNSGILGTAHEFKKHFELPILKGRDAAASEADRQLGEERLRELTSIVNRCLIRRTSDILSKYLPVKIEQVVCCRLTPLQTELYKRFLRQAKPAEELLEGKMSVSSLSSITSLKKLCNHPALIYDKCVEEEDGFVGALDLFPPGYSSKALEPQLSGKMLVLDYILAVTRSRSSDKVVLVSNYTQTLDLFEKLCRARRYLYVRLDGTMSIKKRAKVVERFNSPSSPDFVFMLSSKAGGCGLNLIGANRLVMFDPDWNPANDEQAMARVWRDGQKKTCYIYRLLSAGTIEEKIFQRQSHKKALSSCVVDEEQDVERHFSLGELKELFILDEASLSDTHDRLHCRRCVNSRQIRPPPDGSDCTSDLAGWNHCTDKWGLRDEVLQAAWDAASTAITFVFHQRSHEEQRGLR
ARNT TACC3 PPI: disrupts binding between human ARNT and TACC3 | AlphaScreen His-ARNT PAS-B/GST-TACC3 binding, luminescence; TACC3 fragment carries E629A point mutation | inhibition, % at 9.99 µM | hit rate 0.66% among 390,000 | AID 623870;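 active = mean inhibition of replicates at least 50% and at least half of replicates each reaching 50%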;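 also: 0% = complete ARNT plus TACC3 wells and 100% = ARNT alone without TACC3; many hits fall short of the cut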
CASP6 VEID inh: caspase-6 (human) enzyme inhibition; P55212; purified caspase-6, Z-VEID-R110 cleavage fluorescence; inhibition, % at 12.5 µM; hit rate 0.53% among 350,000; AID 686996;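 active = mean inhibition across replicates at least about 35%, with every replicate also reaching that limit, limit read from the data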;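 also: 0% = median of neutral control wells and 100% = no fluorescence left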
RAD52 inh: blocks human RAD52 DNA annealing; P43351; recombinant RAD52 DNA annealing, FRET fluorescence; hit rate 0.46% among 360,000; inhibition, % at 18.7 µM;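 active = every replicate showing at least 50% inhibition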
E-selectin induc: E-selectin induction on HUVECs. AID 686992. P16581. hit rate 0.37% among 260,000. HUVEC E-selectin immunofluorescence imaging; normalized: neutral wells 0, TNF-alpha wells 100. activation, % at 7.58 µM;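 active = mean E-selectin-positive cell signal at least 10% of the positive control, reached in at least 60% of replicates, without over 20% cell loss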;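 also: in these data hits start at about 27%; measured in HUVEC primary endothelial cells; signal is the percent of cells scored E-selectin positive by PE staining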
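Read-out: % PE-positive cells | Test system: HUVEC | Doses: One compound dose added by pin transfer | Buffer or medium: EGM-2 over gelatin coat | Signal: Immunofluorescence imaging | Benchmarks: TNF-alpha, DMSO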
An asterisk follows results filed as active; x = no result given.

# | Compound | ERp5 block | esBAF inh | PglD inh | RAD54 branch
1 | O=c1[nH]c(SCc2ccccc2)nnc1-c1ccccc1 | 9 | 5 | -1 | -2
2 | CC(Sc1nnc(C2CC2)n1C1CC1)C(=O)N(C)Cc1cccc(F)c1 (stereo not given) | 1 | 3 | -1 | 15
3 | C[C@H]1CN(C(=O)OC(C)(C)C)CCN1c1ccc(Br)c(C#N)c1 | -1 | x | x | x
4 | CC1CN(S(=O)(=O)c2ccc(C(=O)OCc3ccc(C#N)cc3)cc2)CC(C)O1 (stereo not given) | 4 | 3 | -1 | -4
5 | COc1ccc(-c2ccc(-c3noc(-c4ccco4)n3)c(OC)n2)cc1 | x | 48* | 1 | 0
6 | COc1ccc(C2C3=C(CC(C)(C)CC3=O)Oc3ncn(Cc4ccco4)c(=N)c32)cc1 (stereo not given) | x | -3 | 3 | -7
7 | O=C(Nc1ccccn1)c1ccc2c(=O)n3c(nc2c1)CCCCC3 | -6 | -34 | -3 | -3
8 | CC(=O)Nc1ccc(S(=O)(=O)N=S(C)C)cc1 | x | -7 | -3 | 0
9 | S=C(Nc1ccc2c(c1)OCCO2)Nc1ccc2c(c1)OCO2 | 2 | x | x | x
10 | COc1cc(OC)cc(C(=O)Nc2ccccc2C(=O)NCc2cccnc2)c1 | 3 | -2 | -3 | -8
11 | CNC(=S)N1C2CCC1CC(NC(=O)NC13CC4CC(CC(C4)C1)C3)C2 (stereo not given) | x | 2 | 3 | 11
12 | CCC1(CC)C(=O)C2=C3C1[C@H](C(=O)OC)C=C(C(=O)OC)C[C@H]3[C@H]1C(=O)NC(=O)[C@H]1[C@H]2C (stereo not given in full) | 0 | -1 | -4 | 4
13 | O=C(COc1ccc(S(=O)(=O)N2CCCC2)cc1)NCCC1=CCCCC1 | -3 | 5 | 5 | 2
14 | CCc1ccccc1NS(=O)(=O)c1ccc(SC)cc1 | x | 4 | -1 | -9
15 | C=C1C[C@@H]2C[C@@H]2CN(S(=O)(=O)c2ccc(C)cc2)[C@@H]1COCc1ccccc1 | 6 | x | x | x

# | ARNT TACC3 PPI | CASP6 VEID inh | RAD52 inh | E-selectin induc
1 | -11 | -3 | -1 | x
2 | 2 | 3 | 4 | -0.4
3 | x | 3 | -27 | 0.6
4 | -3 | -2 | -1 | -1.0
5 | 5 | x | x | x
6 | -3 | x | x | x
7 | 4 | 10 | 7 | -0.2
8 | -5 | x | x | x
9 | 6 | 1 | -16 | 5.2
10 | 4 | 2 | -4 | x
11 | 5 | x | x | x
12 | x | 2 | -6 | 24
13 | -2 | -1 | -10 | x
14 | -3 | x | x | x
15 | x | 1 | -8 | 0.1

Shown with each value named: part of the list above
#4 CC1CN(S(=O)(=O)c2ccc(C(=O)OCc3ccc(C#N)cc3)cc2)CC(C)O1 (stereo not given)
  ERp5 block: 4	esBAF inh: 3	PglD inh: -1	RAD54 branch: -4	ARNT TACC3 PPI: -3	CASP6 VEID inh: -2	RAD52 inh: -1	E-selectin induc: -1.0

#5 COc1ccc(-c2ccc(-c3noc(-c4ccco4)n3)c(OC)n2)cc1
  ERp5 block: x	esBAF inh: 48*	PglD inh: 1	RAD54 branch: 0	ARNT TACC3 PPI: 5	CASP6 VEID inh: x	RAD52 inh: x	E-selectin induc: x

Further compounds.
# | Compound | ERp5 block | esBAF inh | PglD inh | RAD54 branch
16 | COc1ccc(N(C)S(=O)(=O)c2cccc(C(=O)NC3CCCCCC3)c2)cc1 | 8 | x | x | x
17 | O=C(N[C@H]1CC[C@H](CCn2cc(C3(O)CCCC3)nn2)O[C@H]1CO)C1CCCC1 | -1 | 6 | -1 | 13
18 | COc1ccc(CNC(=O)CSc2nnc(C(F)(F)F)n2C)cc1 | 2 | x | x | x
19 | C[C@H](CO)N1C[C@H](C)[C@H](CN(C)S(=O)(=O)c2ccccc2)Oc2ccc(NC(=O)Nc3ccc(C(F)(F)F)cc3)cc2CC1=O | 2 | x | x | x
20 | NC(=O)Nc1ccc(C(=O)OCC(=O)N2CCc3ccccc3C2)cc1 | -2 | -3 | -7 | -5
21 | NC(=O)c1ccc(-n2nnnc2SCC(=O)Nc2ccc(N3CCOCC3)c(Cl)c2)cc1 | x | 4 | -5 | -4
22 | COc1ccc(NC(=O)Nc2ccc3c(c2)CC(=O)N([C@@H](C)CO)C[C@@H](C)[C@@H](CN(C)S(=O)(=O)c2c(C)noc2C)O3)cc1 | -3 | 0 | 0 | 3
23 | Cc1ccc(S(=O)(=O)N(C)C[C@H]2OCc3ccccc3-c3c(n(C)c4ccccc34)C(=O)N([C@@H](C)CO)C[C@@H]2C)cc1 | 2 | 6 | -5 | 3
24 | C[C@H]1CN([C@@H](C)CO)C(=O)c2cc(C#CCc3ccccc3)cnc2O[C@@H]1CN(C)C(=O)C1CCOCC1 | 1 | 2 | 1 | 7
25 | Cc1c(O)cc2n(c1=O)-c1ccc(Cl)cc1C2(C)C | x | 12 | 1 | 11
26 | CCCc1[nH]nc2c1C1(C(=O)N(CC)c3ccccc31)C(C#N)=C(N)O2 (stereo not given) | 8 | 5 | -5 | -1
27 | Cc1noc(C)c1NC(=O)N(C)C[C@@H]1OCCCC[C@H](C)Oc2ccc(NS(C)(=O)=O)cc2C(=O)N([C@@H](C)CO)C[C@H]1C | x | 4 | 0 | -2
28 | [O-][n+]1c2c(nn1-c1ccccc1Cl)-c1nonc1CC2 | -1 | -8 | 8 | 6
29 | Cc1cc(C)cc(C(=O)NCCn2cc(SCC(=O)N3CCOCC3)c3ccccc32)c1 | -5 | -5 | 5 | 1
30 | Cc1cnc(C(=O)OC(C(=O)Nc2cc(C(F)(F)F)ccc2Cl)c2ccccc2)cn1 (stereo not given) | 7 | -8 | -3 | 5

# | ARNT TACC3 PPI | CASP6 VEID inh | RAD52 inh | E-selectin induc
16 | 3 | 6 | -17 | 2.0
17 | -18 | -2 | -2 | 0.1
18 | 3 | -1 | -17 | x
19 | x | 3 | 11 | 2.7
20 | 5 | 5 | 2 | 0.5
21 | -12 | x | x | x
22 | 6 | -4 | 17 | x
23 | 20 | 0 | 23 | -0.3
24 | -9 | -3 | -1 | 0.5
25 | -4 | x | x | x
26 | -2 | 1 | -4 | x
27 | 2 | x | x | 0.1
28 | x | 1 | 1 | x
29 | 1 | -1 | -3 | 0.0
30 | 0 | 3 | -21 | -0.4

Following part:
# | Compound | ERp5 block | esBAF inh | PglD inh | RAD54 branch
31 | CNc1nc(OCC(F)(F)F)nc(OCC(F)(F)F)n1 | 5 | x | -1 | 3
32 | O=C(O)c1cc(S(=O)(=O)N2CCN(C(=O)c3ccco3)CC2)c(Cl)cc1Cl | -2 | -1 | 5 | -4
33 | O=C(c1ccco1)N1N=C(c2ccc(Br)cc2)CC1(O)C(F)(F)F (stereo not given) | 2 | x | x | x
34 | Cc1ccccc1Nc1nc(N)nc(CSc2nnc(-c3ccccc3)n2C)n1 | x | 0 | -16 | 4
35 | C[C@@H]1CN([C@H](C)CO)C(=O)Cc2cc(NS(=O)(=O)c3cn(C)cn3)ccc2O[C@H]1CN(C)S(=O)(=O)c1ccc(Cl)cc1 | 5 | 4 | -1 | -5

# | ARNT TACC3 PPI | CASP6 VEID inh | RAD52 inh | E-selectin induc
31 | -1 | -2 | -27 | 7.2
32 | -4 | 2 | -6 | x
33 | -2 | -7 | 8 | x
34 | 8 | x | x | x
35 | 4 | 3 | -4 | 0.1

In the list so far, 6 have a Cl atom.
# | Compound | ERp5 block | esBAF inh | PglD inh | RAD54 branch
21 | NC(=O)c1ccc(-n2nnnc2SCC(=O)Nc2ccc(N3CCOCC3)c(Cl)c2)cc1 | x | 4 | -5 | -4
25 | Cc1c(O)cc2n(c1=O)-c1ccc(Cl)cc1C2(C)C | x | 12 | 1 | 11
28 | [O-][n+]1c2c(nn1-c1ccccc1Cl)-c1nonc1CC2 | -1 | -8 | 8 | 6
30 | Cc1cnc(C(=O)OC(C(=O)Nc2cc(C(F)(F)F)ccc2Cl)c2ccccc2)cn1 (stereo not given) | 7 | -8 | -3 | 5
32 | O=C(O)c1cc(S(=O)(=O)N2CCN(C(=O)c3ccco3)CC2)c(Cl)cc1Cl | -2 | -1 | 5 | -4
35 | C[C@@H]1CN([C@H](C)CO)C(=O)Cc2cc(NS(=O)(=O)c3cn(C)cn3)ccc2O[C@H]1CN(C)S(=O)(=O)c1ccc(Cl)cc1 | 5 | 4 | -1 | -5

# | ARNT TACC3 PPI | CASP6 VEID inh | RAD52 inh | E-selectin induc
21 | -12 | x | x | x
25 | -4 | x | x | x
28 | x | 1 | 1 | x
30 | 0 | 3 | -21 | -0.4
32 | -4 | 2 | -6 | x
35 | 4 | 3 | -4 | 0.1
